High-throughput results deposited in PubChem BioAssay by National Center for Advancing Translational Sciences (NCATS).
N370S GC: N370S glucocerebrosidase modulation, Gaucher chaperone candidate | P04062 | N370S GC spleen homogenate, 4MU-glucoside fluorescence | Potency, µM (series often up to 59.4 µM), for inactives: at the highest dose activity change, negative = inhibition, hits mostly inhibitors | 0.092% of 330,000 active;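 note: 0% = full enzyme activity and -100% = no enzyme basal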
TDP1 block: blocks human tyrosyl-DNA phosphodiesterase 1; 0.28% of 350,000 active; recombinant TDP1, AlphaScreen DNA substrate cleavage; Potency, µM (doses to about 130 µM), for inactives: at the highest dose activity change, negative = inhibition, most hits filed as inhibitors; note: nearly all actives have a fitted effect of over 40% in size
Target sequence (Q9NUW8 whole entry, looked up): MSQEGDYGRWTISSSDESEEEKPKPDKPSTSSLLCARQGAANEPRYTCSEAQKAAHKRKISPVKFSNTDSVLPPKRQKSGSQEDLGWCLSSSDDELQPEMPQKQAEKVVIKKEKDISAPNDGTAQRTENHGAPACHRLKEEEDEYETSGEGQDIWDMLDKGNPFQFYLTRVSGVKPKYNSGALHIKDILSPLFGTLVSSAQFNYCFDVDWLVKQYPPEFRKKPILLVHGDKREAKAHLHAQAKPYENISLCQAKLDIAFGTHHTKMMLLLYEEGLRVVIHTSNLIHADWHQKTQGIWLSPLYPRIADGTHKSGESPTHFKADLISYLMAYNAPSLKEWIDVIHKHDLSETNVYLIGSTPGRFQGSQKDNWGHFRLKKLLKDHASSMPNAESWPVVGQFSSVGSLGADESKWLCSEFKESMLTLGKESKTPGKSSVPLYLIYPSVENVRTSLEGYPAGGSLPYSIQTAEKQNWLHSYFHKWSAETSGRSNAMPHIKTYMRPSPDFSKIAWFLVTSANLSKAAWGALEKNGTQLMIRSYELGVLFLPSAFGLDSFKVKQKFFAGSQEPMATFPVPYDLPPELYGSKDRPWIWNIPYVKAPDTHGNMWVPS
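Tdp1 1 nM final; 15 min RT w/ cpd; substrate 15 nM, 5 min; beads 10 ug/ml, 10 min; AlphaScreen read. Neg ctrl: no enzyme.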
FEN1 inh: human FEN1 inhibition; P39748; AID 588795; Recombinant FEN1 flap cleavage, fluorescence, 15 min; Potency, µM (top dose mostly 114 µM), for inactives: at the highest dose activity change, negative = inhibition, usual class: inhibitors; 0.35% of 390,000 active; note: nearly all actives have a fitted effect of over 65% in size
Target sequence (P39748 whole entry, looked up): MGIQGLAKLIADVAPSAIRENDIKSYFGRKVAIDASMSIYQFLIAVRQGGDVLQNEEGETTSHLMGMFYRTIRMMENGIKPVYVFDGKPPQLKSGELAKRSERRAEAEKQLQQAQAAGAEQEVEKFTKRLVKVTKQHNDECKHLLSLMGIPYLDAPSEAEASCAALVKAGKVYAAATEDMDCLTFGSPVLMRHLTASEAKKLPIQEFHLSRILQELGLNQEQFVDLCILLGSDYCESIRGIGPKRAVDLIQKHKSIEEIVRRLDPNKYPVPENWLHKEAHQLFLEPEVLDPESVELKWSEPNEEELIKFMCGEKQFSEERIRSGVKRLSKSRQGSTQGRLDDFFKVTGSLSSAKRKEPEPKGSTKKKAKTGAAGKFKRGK
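With each library titrated from low to high concentration, compounds met 10 nM FEN1 for 15 min at room temperature before 50 nM substrate was added; readings at 0 and 15 min fed four-parameter Hill curve fits.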
The depositor's hits bear a star; ? = inconclusive; . = not tested or not shown; & = joins results of further samples; [ ] = remark or other dose. Calls come from the whole dose curve; as a rule, active = well fitted curve in the direction sought with a large enough effect; inconclusive = small, poorly fitted or top-dose-only effect, or another doubt; inactive = no such curve, though single readings can be large; an effect the other way counts as inactive or inconclusive. Unless noted, % is set by controls: 0 for no effect and ±100 for the full control effect; potency is the fitted concentration of half-maximal effect.

Screens in order – N370S GC, TDP1 block, FEN1 inh
[1] O=Cc1ccc(N2N=C(c3ccccc3)CC2c2ccccc2)cc1 (stereo not given)
  ?, ., -26%
[2] Cc1sc2nc(C(C)C)oc(=O)c2c1C
  3%, 7%, -4%
[3] CNS(=O)(=O)c1cccc(C(=O)OCc2cc(=O)n3cc(Br)ccc3n2)c1
  -1%, -6%, -2%
[4] Cc1cc(C)cc(Oc2ccc(N)cc2)c1
  1%, 7%, -20%
[5] COc1cccc(C2C(C(=O)Nc3ccc(Cl)cc3)=C(C)Nc3nc4ccccc4n32)c1 (stereo not given)
  ., 2%, 15%
[6] O=C(CCC(=O)OCc1cccc([N+](=O)[O-])c1)Nc1ccccc1Cl
  -5%, -5%, 4%
[7] Cc1c(-c2ccccc2)oc2c(C(=O)OCC(=O)Nc3ccc(C(N)=O)cc3)cccc2c1=O
  -1%, 3%, ?
[8] CCOc1ccc(N/C(N)=N/c2nc(C)cc(C)n2)cc1
  -5%, 2%, -1%
[9] COc1ccc(NC(=O)Nc2ccc(C(C)C)cc2)cc1
  -7%, 6%, -11%
[10] CC(C)(C)c1cc(C(=O)NCCN2CCCC2)cc(C(C)(C)C)c1
  -25%, 5%, 1%
[11] CCOC(=O)[C@H]1[C@H]2COc3ccc(Cl)cc3[C@@H]2N2C(=O)CN(C)C(=O)[C@@]12C
  ., -7%, -5%
[12] COC(=O)c1sc(-c2ccccc2)cc1NC(=O)Nc1ccccc1Cl
  ., 0%, 6%
[13] CC(C)Cn1cnc2c1c(=O)n(CC(=O)Nc1ccc3c(c1)OCO3)c(=O)n2Cc1ccccc1
  5%, 2%, 6%
[14] CCOC(=O)c1c(N)c(C#N)cn1-c1ccccc1
  6%, 3%, 3%
[15] CCOC(=O)C1(CCOc2ccccc2)CCN(Cc2ccc(-n3cccn3)cc2)CC1
  -8%, 6%, -6%

Whole records, quoted from the list. Values in the order: N370S GC, TDP1 block, FEN1 inh
Profile of O=C(CCC(=O)OCc1cccc([N+](=O)[O-])c1)Nc1ccccc1Cl → -5%, -5%, 4%
Profile of CNS(=O)(=O)c1cccc(C(=O)OCc2cc(=O)n3cc(Br)ccc3n2)c1 → -1%, -6%, -2%

More structures:
Screens in order – N370S GC, TDP1 block, FEN1 inh
[16] CCC(Oc1ccccc1)C(=O)Nc1nnc(C(F)(F)F)s1 (stereo not given)
  22%, 3%, -8%
[17] COc1ccc(NC(=O)CCC(=O)Nc2cc(OC)c(NC(=O)c3ccco3)cc2OC)c(OC)c1
  2%, ., -15%
[18] Cc1cccc(C)c1NC(=O)CN(C)C(=O)C1CCN(c2ncnc3sc(C)c(C)c23)CC1
  -3%, ., 0%
[19] O=C(NCc1ccccc1)C(Cc1ccccc1)NS(=O)(=O)c1cccc2nsnc12 (stereo not given)
  19%, 7%, 3%
[20] Cc1ccc(CNC(=O)CNC(=S)N(Cc2ccccc2)Cc2cccnc2)cc1
  ?, 1%, -10%
[21] C=CCn1cccc(C(=O)Nc2ccc(OC)c(OC)c2)c1=O
  -3%, 3%, 2%
[22] CC1=C(C(=O)Nc2ccccc2C)C(c2ccncc2)n2nc(SCc3ccccc3Cl)nc2N1 (stereo not given)
  ., -3%, -18%
[23] Cn1c(CSc2nc3ccccc3s2)n[nH]c1=S
  3%, 3%, -7%
[24] NC(=O)c1ccc(-c2ccccc2F)cc1
  2%, 2%, 1%
[25] CCOc1ccc(NC(C(=O)Nc2cccc(C(C)=O)c2)c2ccccc2)cc1 (stereo not given)
  26%, 8%, 2%
[26] Cc1noc(C)c1C(=O)NCCc1ccccc1
  22%, 0%, -7%
[27] CNC(=O)C(=O)NCC(c1cccs1)S(=O)(=O)c1ccc(F)cc1 (stereo not given)
  0%, 5%, -1%
[28] c1ccc(C(c2ccccc2)N2CCN(Cc3nc(-c4cnccn4)no3)CC2)cc1
  1%, ., -4%
[29] CCOc1ccc(NC(=O)CSc2nnc(C)n2CC)cc1
  -9%, 0%, 13%
[30] COc1cc(C=O)ccc1OCCCOc1ccccc1C(=O)O
  -21%, 2%, -4%
[31] COc1ccc([C@H]2[C@H](C(=O)OC(C)(C)C)N3N=Cc4ccccc4C3C23C(=O)c2ccccc2C3=O)c(OC)c1 (stereo not given in full)
  ?, 8%, ?
[32] CCOC(=O)/C(C#N)=C\C1=C(N2CCCC2)CC(C)(C)OC1
  -3%, 8%, -4%
[33] CCOC(=O)c1nn(-c2ccc(OC)cc2)c(=O)c2c(N)scc12
  -4%&-14%, -3%, -17%
[34] CC(C)CN(C(=O)CN1CCN(c2cccc(Cl)c2)CC1)c1c(N)n(CC(C)C)c(=O)[nH]c1=O
  5%, 3%, 11%
[35] CC(=O)c1ccc(-c2ccc(C3C4C=CCCC4(C)C(=O)N3Cc3ccccc3)c(F)c2)cc1 (stereo not given)
  12%, 6%, 4%
[36] O=C(Nc1cccc(CCc2ccccn2)c1)c1cc(F)c(F)cc1Cl
  -7%, 3%, -2%
[37] CC(=O)C1=NOC(CNc2ncc(C(F)(F)F)cc2Cl)C1 (stereo not given)
  -11%, 0%, -3%
[38] COc1ccc(C(=O)N/N=c2\oc3ccccc3cc2C(N)=O)cc1
  16%, 5%, -8%
[39] Cc1cccc(OCc2nc(-c3ccc(Br)o3)no2)c1
  14%, ., ?
[40] Cc1cc(=O)n2nc(N3CCC(C(=O)NCc4ccccc4F)CC3)sc2n1
  3%, 4%&8%, -2%&-5%
[41] COC(=O)c1ccc(Oc2nc(N(C)C)nc(N3CCOCC3)n2)cc1
  14%, 1%, -5%
[42] Cc1ccc(C(c2nnnn2CCc2ccccc2)N2CCSCC2)cc1 (stereo not given)
  10%, 9%, 9%
[43] Cc1c(Cc2ccccc2)c(NCCN(C)C)n2c(nc3ccccc32)c1C#N
  -6%, 1%, -35%
[44] CC1(N2CCOCC2)CC2(O)C(=[N+]1[O-])CCc1c2no[n+]1[O-] (stereo not given)
  2%, -3%, ?
[45] COc1ccc(Cl)cc1NC(=O)CN1CCN(Cc2ccccc2)CC1
  -2%, ., 4%
[46] Fc1ccc(OCCCn2ccnc2)cc1
  -1%, ., 1%
[47] COc1ccc(Nc2oc(-c3ccc(Cl)cc3)nc2C#N)cc1
  -10%, 5%, -11%
[48] O=C(c1ccc(Cl)c([N+](=O)[O-])c1)N1CCN(c2ccccn2)CC1
  1%, 1%, -9%
[49] CCCN=C1CC(C)(C)CC(=O)/C1=C(/O)CCCN1C(=O)c2ccccc2C1=O
  -9%, -3%, -3%
[50] CCOC(=O)N1CCC(NC(=O)Cn2cc3c(n2)CCC(C)C3)CC1 (stereo not given)
  11%, 5%, 4%
[51] COc1ccc(NC(=S)NC(=O)C2CCCCC2)cc1
  -6%, 2%, 22%
[52] Cc1cc(C)c(OCC(=O)Nc2nnn(C)n2)c(Br)c1
  5%, 0%, -1%
[53] O=C(NC(=S)Nc1ccc(Cl)cc1Cl)C1CC1
  2%, 1%[56.1 µM], -21%
[54] CCNC(=O)N(CC)C[C@H]1N[C@@](C)(C(=O)OC)[C@H]2C(=O)N(C)C(=O)[C@@H]12
  ., 2%, 1%
[55] O=C(c1cc2c(s1)CCCC2)N1CCN(CCO)CC1
  ., 3%, 0%
[56] COc1ccc2nc(C)cc(SCC(=O)NNC(=O)COc3cccc4ccccc34)c2c1
  4%, -6%, -15%
[57] O=C(Nc1cccc(-c2cn3cccnc3n2)c1)c1ccc2c(c1)OCO2
  -16%, ., -15%
[58] Cc1ccc(NC(=O)C(C)N2C(=O)c3ccccc3C2=O)cc1 (stereo not given)
  2%, -3%, -5%
[59] CC(NC(=O)c1c(F)cccc1Cl)c1ccc(-n2ccnc2)cc1 (stereo not given)
  0%, 4%, -9%
[60] O=C(OCc1cc(=O)n2c(n1)sc1ccccc12)c1ccc(O)cc1
  -5%, -12%, -11%

61: Cc1ccc(NCC(=O)N/N=C/c2c[nH]c3ccccc23)cc1
62: Cc1ccccc1C(=O)OCc1cc(=O)n2nc(-c3cccs3)sc2n1
63: S=C1NC2=C(C(c3ccc(Br)cc3)N1)N1CCC2CC1 (stereo not given)
64: c1ccc([C@@H]2CN3CCSC3=N2)cc1
65: O=C(Nn1cnc2ccccc2c1=O)c1ccc(Cl)c([N+](=O)[O-])c1
66: Cc1ccc(NC(=O)COC(=O)Cc2ccccc2)cc1S(=O)(=O)N1CCOCC1
entry no.	61	62	63	64	65	66
N370S GC	16%	.	-1%[12.8 µM]	7%[21.6 µM]	-8%	.
TDP1 block	5%	5%	1%	10%[21 µM]	.	1%
FEN1 inh	5%	13%	0%	.	1%	-9%

67: CC1=NNC(=O)C1CCC(=O)N/N=C(\C)c1ccccc1 (stereo not given)
68: Cc1c(Br)c([N+](=O)[O-])nn1CC(=O)NCc1cccnc1
69: CCCn1c(SCC(=O)N2CCN(CC)CC2)nc2c1c(=O)n(C)c(=O)n2C
70: CC(=O)Nc1nnc(SCC(=O)Nc2ccc3c(c2)OCCO3)s1
71: Cc1noc(C)c1NC(=O)N(C)C[C@H]1Oc2ccc(NC(=O)C3CCCCC3)cc2C(=O)N([C@H](C)CO)C[C@@H]1C
72: Cc1ccc(NC(=O)CN(c2ccccc2)S(=O)(=O)N(C)C)cc1
entry no.	67	68	69	70	71	72
N370S GC	-3%	3%	1%	1%	.	26%
TDP1 block	0%	2%	.	0%	1%	3%
FEN1 inh	10%	0%	-6%	5%	0%	-5%

73: CCOC(=O)/C(C#N)=C/c1ccc(OCC(=O)Nc2ccccc2)c(OC)c1
74: CN(Cc1nc2ccc(F)cc2[nH]1)Cc1c(C(=O)N(C)C)nc2ccc(Cl)cn12
75: COC(=O)c1ccc(Nc2ncnc3c2cnn3-c2ccccc2)cc1
76: CC(=O)Nc1ccc(S(=O)(=O)N2CCN(CC3CC4C=CC3C4)CC2)cc1 (stereo not given)
77: Cc1ccc(S(=O)(=O)NC(=O)NC(C)c2ccc(F)cc2)cc1 (stereo not given)
78: CCCCNC(=O)NC12CC3CC(CC(C3)C1)C2
entry no.	73	74	75	76	77	78
N370S GC	7%	-8%	.	7%	-8%	-5%
TDP1 block	3%	1%	8%	-8%	9%	-3%
FEN1 inh	4%	15%	0%	0%	-2%	6%

79: CCCCCC(=O)Nc1ccc2oc(-c3cncc(Br)c3)nc2c1
80: COC(=O)N1CC=CC1(C)C(=O)O (stereo not given)
81: Cc1cccc(C(=O)NCc2nnc(SCC(=O)Nc3nncs3)n2C)c1
82: O=C(COC(=O)c1n[nH]c(=O)c2ccccc12)c1ccccc1
83: COc1ccc(S(=O)(=O)N2CC(O)C[C@H]2C(=O)OCC(=O)N2CCCCCC2)cc1 (stereo not given in full)
84: CN1CCN(C2=Nc3ccccc3Sc3ccc(Cl)cc32)CC1
entry no.	79	80	81	82	83	84
N370S GC	3%	-8%	0%	?	5%	-16%
TDP1 block	-2%	7%	0%	-2%	3%	9%&16%
FEN1 inh	-1%	.	1%	7%	14%	.

85: Cc1ccc(Cn2cc(/C=N/Nc3ccc([N+](=O)[O-])cn3)c3ccccc32)cc1
86: COc1ccc(C(=O)NCC(=O)NCC(=O)OCC(=O)C(C)(C)C)cc1
87: C[C@H](C(=O)NCc1ccccc1)C(=O)c1ccccc1
88: COc1ccc(C(=O)NCCc2nnc(SCC(=O)Nc3ccc(Br)cc3)n2C)cc1
89: CC(=O)Nc1cccc2c1OCCO2
90: COc1ccc(-c2noc(CCC(=O)N3CCN(c4ccc(C(F)(F)F)cc4)CC3)n2)cc1
entry no.	85	86	87	88	89	90
N370S GC	20%	14%	4%	9%	-4%	.
TDP1 block	4%	1%	2%	5%	3%	1%[56.1 µM]
FEN1 inh	-12%	-5%	18%	-2%	7%	9%

Structures listed so far that have fluorine:
16: CCC(Oc1ccccc1)C(=O)Nc1nnc(C(F)(F)F)s1 (stereo not given)
24: NC(=O)c1ccc(-c2ccccc2F)cc1
27: CNC(=O)C(=O)NCC(c1cccs1)S(=O)(=O)c1ccc(F)cc1 (stereo not given)
35: CC(=O)c1ccc(-c2ccc(C3C4C=CCCC4(C)C(=O)N3Cc3ccccc3)c(F)c2)cc1 (stereo not given)
36: O=C(Nc1cccc(CCc2ccccn2)c1)c1cc(F)c(F)cc1Cl
37: CC(=O)C1=NOC(CNc2ncc(C(F)(F)F)cc2Cl)C1 (stereo not given)
40: Cc1cc(=O)n2nc(N3CCC(C(=O)NCc4ccccc4F)CC3)sc2n1
46: Fc1ccc(OCCCn2ccnc2)cc1
entry no.	16	24	27	35	36	37	40	46
N370S GC	22%	2%	0%	12%	-7%	-11%	3%	-1%
TDP1 block	3%	2%	5%	6%	3%	0%	4%&8%	.
FEN1 inh	-8%	1%	-1%	4%	-2%	-3%	-2%&-5%	1%

59: CC(NC(=O)c1c(F)cccc1Cl)c1ccc(-n2ccnc2)cc1 (stereo not given)
74: CN(Cc1nc2ccc(F)cc2[nH]1)Cc1c(C(=O)N(C)C)nc2ccc(Cl)cn12
77: Cc1ccc(S(=O)(=O)NC(=O)NC(C)c2ccc(F)cc2)cc1 (stereo not given)
90: COc1ccc(-c2noc(CCC(=O)N3CCN(c4ccc(C(F)(F)F)cc4)CC3)n2)cc1
entry no.	59	74	77	90
N370S GC	0%	-8%	-8%	.
TDP1 block	4%	1%	9%	1%[56.1 µM]
FEN1 inh	-9%	15%	-2%	9%
